Screening results (PubChem BioAssay)
aDG glyco act: alpha-DG glycosylation activation | Pro5-aDG cells, alpha-DG glycosylation AlphaScreen (IIH6); 0% Pro5, 100% B10-LARGE cell signal | activation, % at 10 µM | 360,000 compounds, 0.22% hits | AID 624168;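 active = activation of at least 8% versus controls, or a plate z-score of at least 8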;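 also: Pro5 are CHO cells carrying HIG-tagged alpha-DG that lacks glycosylation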
Glyco luc inh: N-linked glycosylation inhibition | D54 ERlucT glycosylation luciferase reporter, 24 h; percent of 100 nM tunicamycin response | reporter increase, % at 12.5 µM | 360,000 compounds, 0.23% hits | AID 588692;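 active = mean luciferase reporter signal, scaled so untreated is 0 and the glycosylation-blocking control 100, at or above a set limit in every replicate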;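 also: luciferase carries N-glycosylation sites so blocking glycosylation raises the light; 0% = median of neutral control wells and 100% = median of 100 nM tunicamycin wells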
H9c2 protect: modulators protecting cardiomyocytes from myocardial damage; H9c2 cardiomyocytes, H2O2 injury protection, ATPLite, 2 h; protection from H2O2 cell death, % at 20 µM; 360,000 compounds, 0.63% hits;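 active = compounds giving at least 50% protection of heart cells from peroxide-induced death in the single-dose screen, raw or plate-pattern-corrected value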;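 also: 0% = DMSO wells with peroxide and 100% = DMSO wells without peroxide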
MC4R ag barr: activates human MC4R beta-arrestin recruitment | U2OS MC4R beta-arrestin complementation, luminescence; percent of melanotan II response, DMSO zero | P32245 | activation, % at 8.9 µM | 360,000 compounds, 0.98% hits;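 active = activation above a per-plate cutoff, the mean activation of sample wells on that plate plus 3 SD, cut at about 8% in these data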
CaV13 ICDI inh: Primary screen for inhibitors of IQ motif and Ca2+-dependent inactivation inhibitor domain binding in CACNA1D, Förster resonance energy transfer in living cells, …. AID 743397. HEK cells, CFP/YFP FRET ICDI-IQ, plate reader, 10 min; percent FRET-ratio fall versus neutral wells. inhibition, % at 12.3 µM. 340,000 compounds, 0.098% hits;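 active = mean replicate inhibition of at least 30% and at least 1% of replicates passing that level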;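 also: 0% = median of the neutral control wells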
MC4R antagonist: blocks human MC4R cAMP signaling; MC4R-expressing cells, MTII-stimulated cAMP, LANCE TR-FRET; inhibition, % at 6.5 µM; P32245; 360,000 compounds, 0.48% hits; AID 540295;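 active = inhibition above its plate's cutoff, the mean of tested wells on that plate plus 3 SD, cut at about 29% in these data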;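 also: 0% = Melanotan II alone and 100% = Melanotan II plus saturating MCL0020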
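system = U2OS cells with stable human MC4R expression | also added = Melanotan II challenge after compound preincubation | dosing = one concentration, 6.5 µM nominal | incubation = compound 30 min, challenge 1 h, detection 1 h | measured by = TR-FRET with Eu-cAMP and labeled anti-cAMP, 671 nm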
PDI turbidity: blocks human protein disulfide isomerase activity; P07237; inhibition, % at 10 µM; PDI insulin aggregation turbidity, A650, 90 min; 350,000 compounds, 0.052% hits;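 active = mean inhibition across replicates of 30% or more, whatever share of single replicates reach that level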;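 also: absorbance from insulin aggregation driven by PDI reduction with DTT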
ABCB6 inh MLPCN: human ABCB6 transporter inhibition. Q9NP58. K562-ABCB6 porphyrin accumulation, flow cytometry, 1 h; hits give low values. fluorescence ratio to DMSO, % at 10 µM. 360,000 compounds, 0.19% hits;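 active = fluorescence ratio to DMSO below 75%, the collection mean minus 3 SD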;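 also: signal is porphyrin accumulated inside mitochondria; 100% equals median channel fluorescence of DMSO control wells; lower ratio means ABCB6 inhibition with less porphyrin fluorescence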
Target sequence (Q9NP58 whole entry, looked up): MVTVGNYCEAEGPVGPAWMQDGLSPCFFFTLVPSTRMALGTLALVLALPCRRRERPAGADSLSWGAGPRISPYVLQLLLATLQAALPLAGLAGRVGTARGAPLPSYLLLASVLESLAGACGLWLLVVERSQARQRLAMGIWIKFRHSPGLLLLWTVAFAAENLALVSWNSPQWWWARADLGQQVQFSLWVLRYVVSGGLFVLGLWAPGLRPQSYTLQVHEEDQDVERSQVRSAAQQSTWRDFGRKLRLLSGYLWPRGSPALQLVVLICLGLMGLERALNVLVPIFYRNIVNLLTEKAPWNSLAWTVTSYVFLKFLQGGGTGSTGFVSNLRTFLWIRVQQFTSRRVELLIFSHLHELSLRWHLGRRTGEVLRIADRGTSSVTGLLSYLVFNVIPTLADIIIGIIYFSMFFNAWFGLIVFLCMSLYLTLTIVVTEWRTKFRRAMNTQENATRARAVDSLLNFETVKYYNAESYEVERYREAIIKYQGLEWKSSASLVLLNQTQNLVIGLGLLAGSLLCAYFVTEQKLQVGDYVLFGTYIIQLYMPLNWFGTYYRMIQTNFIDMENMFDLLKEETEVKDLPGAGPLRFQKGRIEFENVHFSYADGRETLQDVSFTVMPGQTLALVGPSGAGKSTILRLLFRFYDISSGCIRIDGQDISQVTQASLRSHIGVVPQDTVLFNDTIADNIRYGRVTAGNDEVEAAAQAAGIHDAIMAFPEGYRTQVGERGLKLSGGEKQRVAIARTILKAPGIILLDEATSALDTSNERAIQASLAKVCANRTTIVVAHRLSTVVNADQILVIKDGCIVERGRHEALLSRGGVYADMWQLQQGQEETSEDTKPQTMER
Vif imaging: HIV Vif inhibition | HEK293T cells, Vif self-association by quenched fluorescence, imaging, 24 h | 340,000 compounds, 0.35% hits | inhibition, % at 7.49 µM; in the data active = inhibition above about 50%, passing the limit was not always enough; also: some results filed as inactive read as strong as hits
m5-HT2A agonist: activates the mouse 5-HT2A serotonin receptor. P35363. CHO-K1 mHTR2A beta-arrestin complementation, luminescence; percent of 30 µM serotonin response. activation, % at 7.6 µM. 360,000 compounds, 0.66% hits. AID 624169;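 active = activation above a run cutoff, the mean activation of all tested compounds plus 3 SD, cut at about 14% in these data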;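 also: 0% = plate median of compound wells and 100% = 30 µM serotonin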
* = called active by the depositor; · = no result given.

SMILES	aDG glyco act	Glyco luc inh	H9c2 protect	MC4R ag barr	CaV13 ICDI inh	MC4R antagonist	PDI turbidity	ABCB6 inh MLPCN	Vif imaging	m5-HT2A agonist
N/C(=N\c1nc2ccccc2o1)NC(=O)c1ccccc1NC(=O)c1ccccc1	-0.2	2.4	0.6	0.6	-4.8	1.3	-3.6	81.0	·	-2.0
NNC(=O)CNC(c1ccccc1)c1cc(Br)ccc1NC(=O)c1ccc(Br)cc1 (stereo not drawn)	-0.3	-0.4	-2.2	0.0	-5.2	1.5	-4.8	99.0	2.7	-0.9
CC(C)(C)NC(=O)NC(=O)CSc1n[nH]c(-c2ccccc2Br)n1	0.5	0.1	-3.8	-2.6	-5.2	8.2	3.7	99.0	-3.4	0.6
C[n+]1ccc(CC2C(=[N+]([O-])[O-])C=Nc3ncnn32)cc1 (stereo not drawn)	0.1	2.5	-9.4	-1.2	-4.9	3.4	-2.0	101.0	-5.8	5.0
COc1nc(SCC(=O)Nc2ccccc2Cl)nc(N(C)C)n1	0.0	-2.5	3.6	1.6	-2.0	9.6	4.3	98.0	-4.0	5.8
CCOc1ccc(OCC)c(NC(=O)C2CCCN(S(=O)(=O)c3cnc[nH]3)C2)c1 (stereo not drawn)	-0.2	-1.3	-3.5	-0.5	3.3	0.6	-2.3	92.0	1.9	-3.5
COc1ccc2nc(Nc3ccccc3)sc2c1	-0.2	-6.3	-21.2	-2.4	6.2	-2.6	-13.0	90.0	1.3	-6.2
CCN(CC)C(=O)c1cn(CC)c(=O)c2cc(OC)c(OC)cc12	-0.1	2.2	-7.7	-0.6	-8.0	-3.1	-3.8	91.0	21.2	0.9
COc1ccc(C(=O)C2CCCN(C(=O)CCNC(C)=O)C2)cc1OC (stereo not drawn)	0.2	-0.5	3.0	-0.8	-5.6	-0.7	-10.8	108.0	0.6	1.2
CN(C)c1cc(Nc2ccc(O)cc2)c([N+](=O)[O-])c2nonc12	-0.3	1.2	6.4	-1.8	-16.0	6.8	-2.8	97.0	5.8	-3.4
N#CCCN1CCN(S(=O)(=O)c2ccc(C3CCCCC3)cc2)CC1	-0.3	-1.4	-10.4	3.1	-5.8	4.6	-7.7	128.0	-10.2	3.6
CCOC(=O)C1=CN(CC)S(=O)(=O)NC1c1ccc(C(F)(F)F)cc1 (stereo not drawn)	0.1	0.7	-1.8	2.4	-4.6	20.8	-1.5	98.0	-2.4	2.2
CCOC(=O)c1sc(=NC(=O)c2ccc(C)cc2)n(C)c1C	0.4	-3.2	-9.1	2.4	-6.3	-4.5	-11.6	92.0	-5.4	2.0
O=C(Nc1ccccc1)Nc1ccc2snnc2c1	0.2	-0.5	-36.4	1.6	-2.8	3.4	-4.1	93.0	-3.7	-4.4
CCCN(CC(=O)Nc1ccccc1C)C(=O)c1ccc2c(c1)S(=O)(=O)N=C1CCCCCN12	-0.2	0.5	-2.6	-0.7	-5.7	14.0	3.4	99.0	-4.3	1.7
Cc1nn(-c2ccc(F)cc2)c(C)c1CN1CCN(Cc2ccccc2)C(CCO)C1 (stereo not drawn)	0.4	0.2	-6.0	-4.3	-5.8	-3.3	1.4	99.0	-7.2	-2.7
CCOP(=O)(OCC)c1nc(/C=C/c2ccccc2)oc1NCc1ccc(OC)cc1	0.4	-2.3	2.2	-0.3	-7.7	11.8	7.0	101.0	-5.0	-6.9
CCOC(=O)C1CCCN(Cc2ccccc2Cl)C1 (stereo not drawn)	0.1	0.5	-4.7	0.6	-5.6	-8.5	-6.2	95.0	-4.0	7.5
COC(CSc1nc(N)c2c3c(sc2n1)CN(C)CC3)OC	-0.1	-2.0	6.3	0.6	-2.3	3.9	-1.0	102.0	11.7	-7.0
CCCS(=O)(=O)NC(=O)C1(C)CCCN(C(=O)CCc2cccs2)C1 (stereo not drawn)	-0.2	3.4	10.0	-1.5	-10.4	-9.5	-2.3	97.0	·	-2.9
CN1CCN(c2nc(-c3ccccc3)ncc2S(=O)(=O)c2ccccc2)CC1	-0.2	-2.5	0.7	-0.2	-5.9	-3.1	0.7	96.0	-20.5	37.6*
CCCNC(=O)c1cnc(-c2ccccc2)nc1-c1ccccc1	-0.1	0.6	3.1	1.1	-4.2	16.8	4.9	97.0	7.9	-1.4
COc1ccc(OC)c(C(=O)Cn2nnc(-c3ccc(N4CCOCC4)cc3)n2)c1	-0.1	4.5	-3.5	9.3*	-2.5	13.8	1.8	95.0	-2.4	5.2
CCCCC(NC(=O)c1ccccc1)C(=O)OCC(=O)N1c2ccccc2Sc2ccccc21 (stereo not drawn)	-0.1	·	-4.2	0.2	-5.4	-3.5	-0.9	95.0	·	-7.8
CCCS(=O)(=O)NC(=O)C1(C)CCCN(C(=O)c2cccs2)C1 (stereo not drawn)	0.3	0.6	7.0	-0.5	-6.4	9.6	5.1	102.0	6.9	3.4
COc1ccc(CCN2CC(C(=O)OCC(=O)NC(Cc3ccccc3)C(C)=O)CC2=O)cc1OC (stereo not drawn)	-0.3	0.8	2.4	0.4	-4.4	6.3	10.6	101.0	2.1	-6.3
Cc1ccc(CC(=O)Nc2ccc(S(=O)(=O)N3CCOCC3)cc2)cc1C	0.2	-2.8	0.3	3.0	-2.0	0.0	-10.3	95.0	2.8	1.9
O=C(Nc1ccc(Br)cc1)c1cccc(-n2cnnn2)c1	0.2	-3.8	-3.4	-0.2	-3.4	1.2	8.3	87.0	14.4	-7.5
O=C(c1ccco1)N1CCN(C2=NS(=O)(=O)c3ccccc32)CC1	-0.1	0.8	-1.9	0.0	·	9.1	10.9	100.0	17.1	1.6
Cc1nc2ccccc2n1CC(O)COc1ccccc1Cl (stereo not drawn)	0.9	-0.2	-10.5	-1.2	-4.7	-0.2	0.9	89.0	-4.3	-4.6
O=C(CCN1CCN(CCO)CC1)Nc1ccccc1	0.0	0.4	2.4	-1.9	-4.1	2.8	-1.7	97.0	-0.4	9.1
CNc1ccc2ncc(-c3ccc(OC)c(OC)c3)n2n1	0.4	-17.0	11.6	1.3	-9.6	12.0	9.5	95.0	-8.0	5.0
CC(C)(C)c1cc(C(=O)O)nn1-c1ccccc1	0.1	2.2	2.5	0.3	·	15.5	0.9	90.0	-2.8	-1.2
CCCn1c(SCC(=O)NC)nnc1C(C)C	-0.3	1.0	-0.1	-1.4	·	-0.3	3.7	113.0	·	3.7
COc1ccc2c(C(=O)c3ccc(C)cc3)n(CCCC(N)=O)[n+]([O-])c2c1	-0.1	1.7	-1.7	-0.3	-12.3	-6.6	-0.6	87.0	-1.2	3.6
Cc1c(C(=O)Nc2cccc(S(=O)(=O)N3CCOCC3)c2)oc2ccccc12	-0.1	-0.9	4.3	-0.4	-4.9	6.5	2.5	91.0	-13.1	2.7

Single records, from the list above.
O=C(CCN1CCN(CCO)CC1)Nc1ccccc1 across the screens: aDG glyco act = 0.0; Glyco luc inh = 0.4; H9c2 protect = 2.4; MC4R ag barr = -1.9; CaV13 ICDI inh = -4.1; MC4R antagonist = 2.8; PDI turbidity = -1.7; ABCB6 inh MLPCN = 97.0; Vif imaging = -0.4; m5-HT2A agonist = 9.1
Cc1ccc(CC(=O)Nc2ccc(S(=O)(=O)N3CCOCC3)cc2)cc1C across the screens: aDG glyco act = 0.2; Glyco luc inh = -2.8; H9c2 protect = 0.3; MC4R ag barr = 3.0; CaV13 ICDI inh = -2.0; MC4R antagonist = 0.0; PDI turbidity = -10.3; ABCB6 inh MLPCN = 95.0; Vif imaging = 2.8; m5-HT2A agonist = 1.9

Continued:
SMILES	aDG glyco act	Glyco luc inh	H9c2 protect	MC4R ag barr	CaV13 ICDI inh	MC4R antagonist	PDI turbidity	ABCB6 inh MLPCN	Vif imaging	m5-HT2A agonist
CCc1ccc(N2C(=O)Nc3ccccc3C2(O)C(=O)N2CCN(c3ccccn3)CC2)cc1 (stereo not drawn)	0.3	37.6*	4.8	-2.2	-5.7	-3.6	-4.4	97.0	-5.2	-0.3
CCCC12CN3CC(C)(CN(C1)C3c1ccc(OC)cc1)C2=O (stereo not drawn)	0.6	0.5	1.9	-1.2	·	10.8	-5.3	95.0	7.9	0.4
CCOC(=O)C1=C(COC(=O)CNS(=O)(=O)c2ccc(C)c(C)c2)NC(=O)NC1C (stereo not drawn)	-0.1	1.3	-6.0	-1.4	-8.9	30.1*	0.4	96.0	3.6	-0.9
COC(=O)c1ccc(NC(=O)CNC(=O)C2CCCCC2)cc1	0.0	0.5	5.9	0.8	-9.5	-0.6	-21.2	99.0	12.8	1.8
COc1cccc(NC(=O)CN2CCN(c3ccccc3F)CC2)c1	-0.3	0.2	-12.2	-1.4	-5.8	7.8	8.1	100.0	15.5	-2.1
CCOC(=O)C1CCCN(C(=O)c2cccc(C(F)(F)F)c2)CC1 (stereo not drawn)	-0.2	0.5	-1.9	-2.5	-4.9	-4.0	4.8	99.0	9.8	0.5
COc1ccccc1OCC(=O)NN1Cc2ccccc2C1=N	0.2	3.0	4.2	-1.2	-3.5	18.2	2.3	91.0	7.5	-2.2
CCOc1ccccc1NC(=O)c1cccc2c1C(=O)N(CCOC)C2	0.0	-1.6	8.7	-1.2	3.3	3.8	·	85.0	11.8	2.0
Cc1ccc(S(=O)(=O)NNC(=S)NCC2CCCO2)cc1 (stereo not drawn)	-0.2	0.4	-8.0	0.4	-5.3	10.6	-8.9	81.0	30.2	2.9
CN(Cc1ccccc1)Cc1c(F)cccc1F	0.0	1.1	2.8	-1.1	-7.4	5.3	-0.1	102.0	-6.6	-6.3
COc1ccc2[nH]c(=O)c(C(c3nnnn3C3CCCC3)N(C)C3CCCCC3)cc2c1 (stereo not drawn)	0.1	-0.9	8.7	-2.5	-5.9	2.1	-9.4	93.0	3.1	-5.5
Cc1ccc(N2CC(C(=O)Nc3ccccc3C(=O)NC3CCCCC3)CC2=O)cc1 (stereo not drawn)	0.0	0.7	6.7	2.0	-3.0	8.9	-4.1	89.0	1.9	1.9

Limited to CaV13 ICDI inh, Vif imaging and MC4R antagonist, for 2 of the compounds above:
canonical_smiles,CaV13 ICDI inh,Vif imaging,MC4R antagonist
CCCC12CN3CC(C)(CN(C1)C3c1ccc(OC)cc1)C2=O (stereo not drawn),·,7.9,10.8
COC(=O)c1ccc(NC(=O)CNC(=O)C2CCCCC2)cc1,-9.5,12.8,-0.6

(list continues)
SMILES	aDG glyco act	Glyco luc inh	H9c2 protect	MC4R ag barr	CaV13 ICDI inh	MC4R antagonist	PDI turbidity	ABCB6 inh MLPCN	Vif imaging	m5-HT2A agonist
COc1ccc(CC(=O)Nc2cc(C)on2)cc1	0.1	0.7	-3.8	-2.2	·	8.7	-1.0	101.0	12.7	-0.4
CC1CCCC(NC(=O)CSc2nncs2)C1C (stereo not drawn)	0.0	2.4	2.6	-2.0	-2.2	1.8	7.0	100.0	-2.8	0.5
CCC(C)c1ccccc1NC(=S)Nc1cccnc1 (stereo not drawn)	0.0	-0.8	-7.8	1.4	-4.6	12.2	9.5	98.0	1.4	2.2
C[C@H](CO)N1C[C@H](C)[C@@H](CN(C)S(=O)(=O)c2cccc(F)c2)OCc2cnnn2CCCC1=O	-0.3	2.1	1.3	1.8	-3.1	15.9	-7.8	96.0	-8.8	2.6
